Compound activity (PubChem BioAssay)
GAA850 FXN act: frataxin GAA850 promoter activation | activation, % at 6 µM | HEK293 lucGAA850 FXN promoter luciferase reporter, 24 h; percent of 10 µM SAHA response | AID 540364 | actives 0.56% (n = 360,000);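 active = activation above the average of all compounds screened plus 3 SD, cutoff fixed separately per campaign, cut at about 7.5% in these data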;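 note: 0% = DMSO wells and 100% = 10 µM SAHA wells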
Rev-erbA mod: Rev-erb alpha (human) modulation. Rev-erbα–FITC-DNA binding, fluorescence polarization, 90 min. AID 1259318. actives 0.79% (n = 370,000). activity, % at 10 µM;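 active = activity above about 14%, limit read from the data; passing the limit was not always enough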;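 note: 0% = DMSO wells with 35 nM protein and 100% = DMSO wells with 750 nM protein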
SMARCA2 activ: SMARCA2 function activation, primary screen. MG213 cells, MMTV-luciferase reporter, dexamethasone, overnight. activation, % at 9.1 µM. actives 1% (n = 370,000); in the data active = activation above about 7.8%;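 note: 0% = vehicle wells and 100% = reference activator wells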
hgDAF-12 ag: agonists of H. glycines DAF-12 nuclear receptor. HEK293 GAL4-hgDAF12 UAS-luciferase reporter, agonist luminescence; normalized to butyrate control. activation, % at 6.8 µM. actives 1.8% (n = 370,000). AID 687014;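 active = activation above a cutoff set at the mean of all screened compounds plus 3 SD, cut at about 10% in these data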;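 note: 0% = DMSO wells and 100% = sodium butyrate wells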
DAX1 inh-1: NR0B1 (DAX1) inhibition; inhibition, % at 6.75 µM; AID 504766; P51843; actives 0.99% (n = 340,000); HEK293 Gal4-DAX1 luciferase reporter, luminescence;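 active = inhibition above the mean over all tested compounds plus 3 SD, cut at about 4.2% in these data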;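 note: 0% = DAX1-transfected cells with DMSO and 100% = empty-vector control cells with DMSO; inhibition shows as a rise in luminescence from relieved DAX1 repression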
ssDAF12 agonist: activates DAF-12 receptor from parasite S. stercoralis; HEK293 ssDAF-12/GRIP1 lit1-tk-luc reporter, luminescence; % of 3 µM dafachronic acid response; activation, % at 6.8 µM; actives 1% (n = 370,000); AID 652126;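 active = activation above the mean over all tested compounds plus 3 SD, cut at about 0.9% in these data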;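 note: 0% = DMSO-only wells and 100% = 3 µM delta7-dafachronic acid wells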
sPLA2-III inh: Inhibits HGIII-sPLA2 liposome hydrolysis, primary screen. Q9NZ20. QFRET BODIPY PC-A2 liposome hydrolysis, fluorescence. inhibition, % at 12.2 µM. actives 0.56% (n = 370,000). AID 743126;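 active = inhibition above mean plus 3 SD of compounds lying within the high and low control bounds, cut at about 19% in these data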;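 note: 0% = median of test compound wells and 100% = no enzyme DMSO wells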
DAX1 inh-2: DAX1 (NR0B1) inhibition, primary screen. HEK293T StAR-luciferase reporter, SF-1/DAX-1 repression relief. inhibition, % at 6.8 µM. actives 1.1% (n = 370,000). AID 652010;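 active = inhibition above the mean over all tested compounds plus 3 SD, cut at about 3.6% in these data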;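 note: 0% = DAX-1 cells with DMSO and 100% = cells lacking DAX-1 with DMSO; higher inhibition means more luminescence from relief of DAX-1 repression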
hcDAF12 agonist: activates DAF-12 receptor from parasite H. contortus. HEK293 hcDAF-12 lit1-tk-luc reporter, luminescence; 0% DMSO, 100% Δ7-dafachronic acid. activation, % at 6.8 µM. actives 1.4% (n = 370,000);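 active = activation above the mean of all tested compounds plus 3 SD, cut at about 5.5% in these data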;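 note: 100% = response to 3 µM Δ7-dafachronic acid high control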
PG9 Ab binder: PG9 antibody binding by small molecule; TR-FRET gp120-PG9 antibody binding; inhibition, % at 6.7 µM; actives 0.43% (n = 360,000); AID 624416; in the data active = inhibition above about 8.5%
PLCb3 inh: PLC-beta3 (human) inhibition, primary screen; actives 0.18% (n = 370,000); Q01970; inhibition, % at 12.2 µM; Purified PLC-beta3, fluorogenic substrate, fluorescence; in the data active = inhibition above about 11%;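 note: 0% = median of compound wells on plate and 100% = full blocker control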
The depositor's hits bear a star; nt = not tested or not shown.

entry	smiles	GAA850 FXN act	Rev-erbA mod	SMARCA2 activ	hgDAF-12 ag	DAX1 inh-1	ssDAF12 agonist
1	O=C(CSc1n[nH]c(-c2cccs2)n1)N1CCN(S(=O)(=O)c2ccccc2)CC1	0.1	-1	0	-1.6	1.5	-0.6
2	Nn1c(Cc2cccc3ccccc23)nnc1SCc1ccccc1	-1.7	1	-1	3.8	-0.4	-1.1
3	CC(C)CCNC(=O)c1ccc(CSCc2cccc(F)c2)o1	1.0	3	-4	-1.2	1.0	-1.7
4	Cc1ccc(S(=O)(=O)N2CCN(S(=O)(=O)N(C)C)CC2)c(C)c1	1.5	1	-1	-4.4	-0.8	-1.8
5	CCOCCCNC(=O)C1CCN(S(=O)(=O)N2CC(C)CC(C)C2)CC1 (configuration not stated)	3.0	-1	0	-1.4	-1.1	-0.7
6	COc1ccc(OCc2cc(C(=O)N(C)Cc3cc(C)no3)no2)c(Cl)c1	3.1	3	5	12*	4.1	-0.5
7	CCN1C(=O)/C(=C2/C=CC=CN2C)SC1=S	-1.5	-2	-2	1.6	3.3	0.1
8	COc1cccc(C(=O)OCC(=O)Nc2ccc3c(c2)OCCO3)c1	-0.1	-1	-1	-1.3	-0.6	-1.0
9	C/C(=N\NC(=O)c1nn(C)c(C)c1Br)c1ccc(NC(=O)c2ccoc2C)cc1	3.0	-2	2	20*	-0.2	0.1
10	O=S(=O)(Oc1ccccc1N1CCCCC1)c1ccccc1	2.2	-1	-3	-3.1	0.4	-1.4
11	Cc1c(C)n(CCc2ccccc2)c2ncnc(NCCCN(C)C)c12	2.7	2	1	0.7	0.7	-0.9
12	CCOC(=O)C1CCN(C(=O)COC(=O)c2ccc3c(c2)C(=O)N(c2ccc(OCC)cc2)C3=O)CC1	-0.1	-2	-1	-2.1	1.2	-1.3
13	CC(C)CCNC(=O)CN(CCCN1CCOCC1)C(=O)Cn1nnc(-c2ccc(F)cc2)n1	2.5	-6	-3	-2.1	0.1	-1.4
14	O=C(NCc1ccccc1)[C@H]1CCCN1C(=O)[C@H]1CCCN1C(=O)c1ccc(OC(F)(F)F)cc1	nt	-5	-3	-1.2	nt	-1.5
15	CCn1cc(S(=O)(=O)CC(=O)N2CCc3ccccc32)c2ccccc21	0.9	-6	-2	-2.1	0.4	-0.8

entry	sPLA2-III inh	DAX1 inh-2	hcDAF12 agonist	PG9 Ab binder	PLCb3 inh
1	-4	-0.1	-0.5	-1.2	1
2	-7	0.0	-2.6	-1.5	2
3	-3	-0.4	-0.6	-0.5	-5
4	4	-0.7	-1.6	0.0	5
5	-1	1.5	-1.6	-0.1	4
6	-7	0.7	2.7	-0.2	-2
7	11	0.2	-1.0	-3.3	2
8	-3	0.2	0.8	-1.9	0
9	13	5.5*	8.5*	-0.8	0
10	13	0.6	-0.9	-0.7	-12
11	-20	0.6	1.1	-0.3	-7
12	0	-1.0	-1.7	0.8	0
13	0	-0.1	-0.2	2.0	-2
14	8	-0.2	-0.8	-0.9	-1
15	4	-1.0	3.4	-1.9	1

Nine entries from above, set out differently:
cpd	SMILES	GAA850 FXN act	Rev-erbA mod	SMARCA2 activ	hgDAF-12 ag	DAX1 inh-1	ssDAF12 agonist	sPLA2-III inh	DAX1 inh-2	hcDAF12 agonist	PG9 Ab binder	PLCb3 inh
7	CCN1C(=O)/C(=C2/C=CC=CN2C)SC1=S	-1.5	-2	-2	1.6	3.3	0.1	11	0.2	-1.0	-3.3	2
8	COc1cccc(C(=O)OCC(=O)Nc2ccc3c(c2)OCCO3)c1	-0.1	-1	-1	-1.3	-0.6	-1.0	-3	0.2	0.8	-1.9	0
9	C/C(=N\NC(=O)c1nn(C)c(C)c1Br)c1ccc(NC(=O)c2ccoc2C)cc1	3.0	-2	2	20*	-0.2	0.1	13	5.5*	8.5*	-0.8	0
10	O=S(=O)(Oc1ccccc1N1CCCCC1)c1ccccc1	2.2	-1	-3	-3.1	0.4	-1.4	13	0.6	-0.9	-0.7	-12
11	Cc1c(C)n(CCc2ccccc2)c2ncnc(NCCCN(C)C)c12	2.7	2	1	0.7	0.7	-0.9	-20	0.6	1.1	-0.3	-7
12	CCOC(=O)C1CCN(C(=O)COC(=O)c2ccc3c(c2)C(=O)N(c2ccc(OCC)cc2)C3=O)CC1	-0.1	-2	-1	-2.1	1.2	-1.3	0	-1.0	-1.7	0.8	0
13	CC(C)CCNC(=O)CN(CCCN1CCOCC1)C(=O)Cn1nnc(-c2ccc(F)cc2)n1	2.5	-6	-3	-2.1	0.1	-1.4	0	-0.1	-0.2	2.0	-2
14	O=C(NCc1ccccc1)[C@H]1CCCN1C(=O)[C@H]1CCCN1C(=O)c1ccc(OC(F)(F)F)cc1	nt	-5	-3	-1.2	nt	-1.5	8	-0.2	-0.8	-0.9	-1
15	CCn1cc(S(=O)(=O)CC(=O)N2CCc3ccccc32)c2ccccc21	0.9	-6	-2	-2.1	0.4	-0.8	4	-1.0	3.4	-1.9	1

Just GAA850 FXN act and sPLA2-III inh, for 2 of the compounds above:
| nr | canonical_smiles | GAA850 FXN act | sPLA2-III inh |
| --- | --- | --- | --- |
| 13 | CC(C)CCNC(=O)CN(CCCN1CCOCC1)C(=O)Cn1nnc(-c2ccc(F)cc2)n1 | 2.5 | 0 |
| 12 | CCOC(=O)C1CCN(C(=O)COC(=O)c2ccc3c(c2)C(=O)N(c2ccc(OCC)cc2)C3=O)CC1 | -0.1 | 0 |

Continuation.
entry	smiles	GAA850 FXN act	Rev-erbA mod	SMARCA2 activ	hgDAF-12 ag	DAX1 inh-1	ssDAF12 agonist
16	Cc1ccc(CN2CCC(n3nccc3NC(=O)C3CCOC3)CC2)cc1 (configuration not stated)	0.9	1	-5	-1.2	1.1	-1.0
17	COC(=O)c1nnc(-c2ccccc2)c(-c2ccccc2)n1	-0.8	1	-1	-2.6	0.9	-0.3
18	CCCCN(C(=O)CSCC(=O)Nc1ccc(OC)cc1)c1c(N)n(CC(C)C)c(=O)[nH]c1=O	0.5	-6	-2	1.2	-1.9	-0.6
19	Cc1ccc(S(=O)(=O)n2nc(OC(=O)c3ccccc3F)cc2N)cc1	1.4	7	1	-1.9	-1.4	-0.6
20	CC(C)(C)c1ccc(NC(=O)Nc2ccc3ccccc3n2)cc1	0.5	-5	-6	-0.1	2.7	0.1
21	COC(=O)N/N=C/c1ccccc1	2.3	-4	-1	2.3	0.6	0.0
22	Cc1ccc(NC(=O)NNC(=O)c2sccc2-n2cccc2)cc1	2.1	0	-5	4.1	-1.4	-1.9
23	C[C@]1(C(=O)O)Cc2oncc2C[C@@H]1C(=O)O	2.0	0	0	-2.0	1.7	-1.8
24	COc1cccc(/C=N/NC(=O)c2csc(-n3nc(C)cc3C(F)(F)F)n2)c1	0.3	12	-4	-2.0	0.7	-0.5
25	O=C1NC(=O)C2(COC(c3cccnc3)OC2)S1 (configuration not stated)	-0.1	1	-3	1.2	-0.8	-1.1
26	COCCCNc1ncnc2sc3c(c12)CCC(C)C3 (configuration not stated)	3.3	-1	2	-0.4	-0.4	-1.5
27	COC(=O)[C@@H](NC(=O)NC1CCCc2ccccc21)C(C)C (some centres not stated)	-1.9	-5	1	-1.0	0.0	-1.0
28	Cc1cn([C@H]2C[C@H](O)[C@@H](/C=C/C(=O)NCc3ccc(N(C)C)cc3)O2)c(=O)[nH]c1=O	nt	-3	-2	0.4	nt	-1.5
29	CC(C)(C)OC(=O)C[C@H]1C/C=C\C[C@@H](CC(=O)N(CCO)Cc2ccccc2)C(=O)NC[C@H](c2ccccc2)OC1=O	-1.8	-3	1	-2.9	-0.8	-1.2
30	Cc1cnc(CNc2nc3cc(-c4ccccc4C)sc3c(=O)n2C)cn1	2.6	0	0	-1.2	nt	-1.3

entry	sPLA2-III inh	DAX1 inh-2	hcDAF12 agonist	PG9 Ab binder	PLCb3 inh
16	-3	3.2	-1.4	0.1	3
17	7	-0.5	0.0	-1.1	4
18	1	-1.0	-0.2	-2.5	-11
19	-1	0.3	0.3	-2.1	-5
20	-2	-0.2	2.7	-1.8	-4
21	-3	0.6	0.3	0.2	-4
22	-15	0.1	-0.1	-0.8	1
23	-1	0.7	0.3	-0.2	0
24	-4	-0.3	0.3	-0.7	-3
25	3	-0.7	-0.9	-1.1	-1
26	0	-0.9	-2.2	0.3	-2
27	-3	-0.8	0.0	-0.1	3
28	6	-0.8	0.4	-2.9	-1
29	-12	-0.6	-2.1	0.0	5
30	-18	-0.7	-2.0	-0.7	3

Carrying on.
entry	smiles	GAA850 FXN act	Rev-erbA mod	SMARCA2 activ	hgDAF-12 ag	DAX1 inh-1	ssDAF12 agonist
31	COC(=O)c1c(NC(=O)CN2CCN(C(=O)c3ccco3)CC2)c2c(C)cccc2n1C	-1.3	-5	-1	-1.4	-0.3	-1.4
32	CCOC(=O)C(=CN(CCc1ccccc1)CC(=O)OC)C(=O)OCC	0.6	-8	1	2.1	0.0	-1.5
33	Cc1ccc(OCC(=O)N2CCN(S(C)(=O)=O)CC2)cc1	3.0	1	1	1.3	-1.8	0.6
34	O=C(Cn1nnc2ccccc21)NC1CCCCC1	0.7	1	0	1.2	2.0	-1.1
35	COc1ccc(CNc2ccc3c(c2)ncn3C)cc1OC	-1.8	1	-3	1.0	0.7	-1.3
36	O=C(CN1C(=O)NC2(CCCCCC2)C1=O)NCc1ccc(F)cc1	-0.7	-2	-2	-1.7	-0.6	-0.2
37	O=C(COC(=O)c1cccc(Cl)c1)NCCN1C(=O)CSC1=O	-1.4	2	-2	-0.7	3.2	-0.7
38	CC(C)(C)c1ccc(C(=O)Nc2ccccc2NC(=O)c2ccco2)cc1	-7.4	3	-1	-2.5	-2.5	-1.7
39	O=S(=O)(Nc1cccc(-n2cnnn2)c1)c1ccc(Cl)nc1	2.0	2	4	3.0	0.7	-0.7
40	COc1cccc(N/N=C/c2cccc(Br)c2O)c1	3.3	4	0	0.2	0.9	-0.5

entry	sPLA2-III inh	DAX1 inh-2	hcDAF12 agonist	PG9 Ab binder	PLCb3 inh
31	-2	-0.4	-2.3	-1.1	-5
32	3	0.0	-0.6	-0.5	5
33	2	0.4	-0.5	2.4	-2
34	3	0.3	0.6	1.0	3
35	2	0.1	-1.2	-5.5	-22
36	4	-0.3	0.1	-0.7	0
37	-36	0.3	-1.4	-2.0	6
38	-24	-1.1	-3.1	0.3	4
39	5	-0.5	-0.8	-2.1	-3
40	8	0.6	-0.3	-2.4	-12
